From PubChem BioAssay
14-3-3 PPI: modulators of 14-3-3 gamma protein binding, primary screen, biochemical, fluorescence polarization | 14-3-3 protein gamma (Homo sapiens), P61981 | 160,000 tested, 0.19% active | inhibition, % at 40 µM | FP, 14-3-3gamma / TMR-pS259-Raf peptide binding; in the data active = inhibition above about 30%;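 also: 0% = protein plus tracer without compound and 100% = blank with tracer alone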
Target sequence (P61981 whole entry, looked up): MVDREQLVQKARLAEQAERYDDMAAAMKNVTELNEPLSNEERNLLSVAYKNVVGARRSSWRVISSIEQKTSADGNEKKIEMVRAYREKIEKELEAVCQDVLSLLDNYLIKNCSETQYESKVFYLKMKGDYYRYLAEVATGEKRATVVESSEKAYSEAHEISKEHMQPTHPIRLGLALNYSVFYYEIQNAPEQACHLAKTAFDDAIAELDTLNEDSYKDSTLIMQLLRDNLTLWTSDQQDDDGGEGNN
An asterisk follows results filed as active; & = joins results of further samples. Not all compounds are listed, so the mix of outcomes need not match the whole.

The first seven compounds, to show the layout:
14-3-3 PPI | SMILES
-0.2 | CCC(=O)NC(C)C(c1cccs1)N1CCOCC1 (stereo unspecified)
1.9 | C=CCSc1n[nH]c(-c2ccc(OCCCC)cc2)n1
-0.7 | Cc1ccc(NC(=O)NC2(C(=O)NCc3ccco3)CCCCC2)cc1
-20.7 | CC1CCN(S(=O)(=O)c2ccc3ncn(CC(=O)N4CCN(c5ccccc5F)CC4)c(=O)c3c2)CC1
-10.1 | O=C(Nc1cccc(S(=O)(=O)c2cccc(NC(=O)C3CC3)c2)c1)C1CC1
3.4 | CCC(C)NC(=O)c1nn2c(C(F)(F)F)cc(-c3ccc(Cl)cc3)nc2c1Cl (stereo unspecified)
-7.8 | Cc1oc2c(O)c(O)ccc2c(=O)c1-c1ccccc1

The whole of this part (from the top)
14-3-3 PPI | SMILES
-0.2 | CCC(=O)NC(C)C(c1cccs1)N1CCOCC1 (stereo unspecified)
1.9 | C=CCSc1n[nH]c(-c2ccc(OCCCC)cc2)n1
-0.7 | Cc1ccc(NC(=O)NC2(C(=O)NCc3ccco3)CCCCC2)cc1
-20.7 | CC1CCN(S(=O)(=O)c2ccc3ncn(CC(=O)N4CCN(c5ccccc5F)CC4)c(=O)c3c2)CC1
-10.1 | O=C(Nc1cccc(S(=O)(=O)c2cccc(NC(=O)C3CC3)c2)c1)C1CC1
3.4 | CCC(C)NC(=O)c1nn2c(C(F)(F)F)cc(-c3ccc(Cl)cc3)nc2c1Cl (stereo unspecified)
-7.8 | Cc1oc2c(O)c(O)ccc2c(=O)c1-c1ccccc1
1.3 | COC(=O)c1ccc(N2C(=O)c3ccc(Br)cc3C2=O)cc1O
1.3 | Cc1ccc(-c2nn3c(C)nnc3s2)cc1NC(=O)c1ccco1
-1.5 | CCn1cc(C(=O)N2CCN(c3ccccc3F)CC2)c(=O)c2ccc(C)nc21
-6.1 | CCc1n[nH]c(=O)n1Cn1c(CC)n[nH]c1=O
-5.0 | COc1ccc(NCCN2C(=O)C3CC=C(Cl)CC3C2=O)cc1 (stereo unspecified)
-13.8 | Nc1cccc2c1C(=O)N(C(=O)c1ccc(S(=O)(=O)N3CCCCCC3)cc1)C2=O
0.0 | Cc1ccc(NCC(=O)n2c(C)c(C)c3ccccc32)c(C)c1
5.0 | Cc1cccc(OCCCn2c3ccccc3c3nc4ccccc4nc32)c1
-9.4 | Cc1ccc(-c2c3c(=O)n(C)c(=O)n(C)c3cn2Cc2ccccn2)cc1
-9.0 | COc1cccc(C2N=C(c3ccc(Cl)cc3)CC(c3cccc(OC)c3O)N2)c1 (stereo unspecified)
-88.7 | CCOC(=O)C1=C(C)NC2=C(C(=O)c3ccccc32)C1c1ccc([N+](=O)[O-])cc1 (stereo unspecified)
-4.4 | O=C(Cn1cccc([N+](=O)[O-])c1=O)c1ccccc1
4.7 | COCCCNC1CS(=O)(=O)CC1O (stereo unspecified)

A portion from the list above:
14-3-3 PPI | SMILES
-9.4 | Cc1ccc(-c2c3c(=O)n(C)c(=O)n(C)c3cn2Cc2ccccn2)cc1
-9.0 | COc1cccc(C2N=C(c3ccc(Cl)cc3)CC(c3cccc(OC)c3O)N2)c1 (stereo unspecified)
-88.7 | CCOC(=O)C1=C(C)NC2=C(C(=O)c3ccccc32)C1c1ccc([N+](=O)[O-])cc1 (stereo unspecified)
-4.4 | O=C(Cn1cccc([N+](=O)[O-])c1=O)c1ccccc1
4.7 | COCCCNC1CS(=O)(=O)CC1O (stereo unspecified)

The list continues.
14-3-3 PPI | SMILES
-2.0 | COc1cccc(C2C(C(C)=O)C(=O)CC(C)(O)C2C(C)=O)c1 (stereo unspecified)
-0.2&-5.5 | Cc1cccc(N(CC(N)=O)S(C)(=O)=O)c1C
-0.6 | C=CCNC(=O)c1cc(-c2ccccc2O)on1
-6.8 | c1cc(CNc2ccc3c(c2)OCCO3)ccn1
-6.7 | O=C(Nc1ccc(-c2nc3ccccc3[nH]2)cc1)c1ccc(S(=O)(=O)N2CCCc3ccccc32)cc1
-4.1 | Cc1ccnc(SCCn2c(N3CCN(Cc4ccccc4)CC3)nc3c2c(=O)[nH]c(=O)n3C)n1
-4.5 | COc1cccc(NC(=O)Nc2ccccc2C(=O)Nc2cccc(OC)c2)c1
-5.8 | O=C(c1ccco1)N1CCN(c2cc(C(F)(F)F)nc3ncnn23)CC1
-10.1 | CCCc1nnc(NC(=O)CCCC(=O)O)s1
-0.7 | CC(C)(C)CC(=O)Nc1nc2ccccc2s1
-3.0 | COc1cccc(CN2CCC(N3CCN(c4ccccc4OC)CC3)CC2)c1
0.9 | CC1(C)Cc2[nH]c3ccccc3c2C(C)(C)N1
-12.9 | COc1ccccc1N(CC(=O)NC(C)c1ccccc1)S(C)(=O)=O (stereo unspecified)
-4.0 | COc1ccc(CSc2nc(N)c3c4c(sc3n2)COC(C)(C)C4)cc1
-3.1 | C=CCn1c(C)cc(C(=O)COC(=O)C2CC(=O)N(Cc3ccccc3)C2)c1C (stereo unspecified)
2.7 | Cc1ccc2c(c1)NC(=O)C(CC(=O)NCCCN1CCCC1=O)O2 (stereo unspecified)
-5.0 | COc1cccc(-c2nc(CS(=O)(=O)CC(=O)NCCCN3CCc4ccccc4C3)c(C)o2)c1
1.1 | COc1ccc(N2C(=O)CC(N3CCCC4CCCCC43)C2=O)cc1 (stereo unspecified)
-7.6 | O=C(CCn1nnc2ccccc2c1=O)N[C@@H](Cc1ccccc1)C(=O)O
-9.9&6.0 | c1ccc(C2=Nn3c(nnc3-c3ccncc3)SC2)cc1
0.6 | COc1ccc(C2=NN(CC(=O)NCc3ccc(C)cc3)C(=O)CC2)cc1
-5.2 | COCc1nc(-c2ccc(-c3ccccc3)nc2OC)no1
0.6 | CCCS(=O)(=O)N1CCC(C(=O)NC)CC1
-48.3 | CCOc1ccc(NC(=O)CSC2=Nc3ccccc3C3=NC(Cc4c[nH]c5ccccc45)C(=O)N23)cc1 (stereo unspecified)
-4.9 | CC(C)NC(=O)CN1C(=O)COc2ccc(C(C)(C)C)cc21
1.9 | Cc1c(C(=O)O)oc2ccc(S(=O)(=O)N3CCN(C)CC3)cc12
-5.9 | Cc1ccc(NS(=O)(=O)c2cc(Br)cc3c2N(C(=O)C2CC2)CC3)c(Cl)c1
-23.9 | CCCCOC(=O)C1=C(C)NC2=C(C(=O)CC(C)(C)C2)C1c1ccc(C(=O)OC)cc1 (stereo unspecified)
5.0 | Cc1ccc(C(=O)Oc2cccc(N3C(=O)C4CCCCC4C3=O)c2)cc1 (stereo unspecified)
-6.6&-0.9 | Cc1cc(=O)n(CC(C)O)c(O)c1C#N (stereo unspecified)
-4.4 | Cc1ccc(S(=O)(=O)N(CC(O)CN2CCCCC2)c2cccc(C)c2)cc1 (stereo unspecified)
-0.9 | Cc1cc(NC(=O)c2cnc(Nc3ccc(C)c(Cl)c3)c3ccccc23)no1
-17.3 | O=C(NCc1ccccc1Cl)c1cnn2c1NC(c1ccco1)CC2C(F)(F)F (stereo unspecified)
-1.4 | CCCOc1ccc(C2C3=C(CC(C)(C)CC3=O)Nc3ccccc3N2C(=O)C(F)(F)F)cc1OC (stereo unspecified)
-20.4 | Cc1nnc(SCC(=O)Nc2sc3c(c2C#N)CCCC3)[nH]c1=O
-6.9 | Cc1cc(N2CCN(S(=O)(=O)c3ccc(Cl)cc3)CC2)c2ccccc2n1
0.3 | Cc1ccc(-c2c(C#N)c(N)nc3c2CCCCCC3)cc1
-48.5 | COc1ccc(Cl)cc1NC(=O)c1cc(S(=O)(=O)NC2CCCCCC2)ccc1F
1.1 | O=C(NCc1ccc(Cl)cc1)c1ccc([N+](=O)[O-])cc1Cl
-10.1 | NC(=O)N1C(=O)C=CC1=O
-15.1 | Cc1ccc(Cl)cc1N1CCN(C(=O)CN2C(=O)c3cccc4cccc2c34)CC1
-9.2 | COCCNC(=O)C(c1cccs1)N(C(=O)Cn1nnc2ccccc21)c1cccc(C(C)=O)c1 (stereo unspecified)
-13.2 | COc1cc(CC(=O)Nc2ccc(S(=O)(=O)Nc3ncccn3)cc2)cc(OC)c1OC
-68.9 | CC(=Cc1nsc(Nc2ccccc2)n1)NCc1ccc(Cl)cc1
-18.0 | CCc1cccc(NS(=O)(=O)c2cccc3cccnc23)c1
-0.3 | O=C(Nc1ccc2c(c1)OCO2)Oc1ccccc1
-7.7 | Cn1c2ccccc2c2cc(C3Nc4ccccc4C(=O)N3Cc3ccccc3)ccc21 (stereo unspecified)
-9.7 | CCOC(=O)c1cnc2c(C)cccc2c1Nc1cc(Cl)ccc1OC
-2.3 | Cc1cc(C)c(NC(=O)CSc2nc3ccccc3[nH]2)c(C)c1
0.0 | COC(=O)c1ccc2c(=O)n(CCN3CCOCC3)c(SCC(=O)C(C)(C)C)nc2c1

The list goes on.
14-3-3 PPI | SMILES
-0.8 | CCOc1ccc(Nc2oc(-c3ccco3)nc2C#N)cc1
-0.7 | CCOC(=O)c1c(C2COc3ccccc3O2)csc1NC(=O)c1ccc(OC)cc1 (stereo unspecified)
-3.5&-1.8 | COc1ccc(NC(=O)c2ccc(NS(=O)(=O)c3c(C)noc3C)cc2)cc1OC
1.6&-1.2 | COc1cccc(NC(=O)CCSc2nnc3scc(-c4ccccc4)n23)c1
-5.5&4.7 | O=C(CC(C(=O)N1CCc2ccccc21)n1ccnc1)NCC1CCCO1 (stereo unspecified)
-0.8 | CCCN=C(NS(=O)(=O)c1ccc(F)cc1)c1ccccc1
-3.2 | CCC1Sc2ccccc2N(CC(=O)NCCC2=CCCCC2)C1=O (stereo unspecified)
-9.8 | CCC(=O)N(Cc1cc2ccccc2[nH]c1=O)C(C)C
0.4 | Cc1cn2c3ccccc3nc2n1CCO
-2.3 | CCc1ccccc1NC(=O)Cn1c(=O)n(Cc2ccco2)c(=O)c2ccccc21
-11.8 | COc1ccc(C2CC(=O)C3=C(C2)Nc2ccccc2N(C(C)=O)C3c2ccco2)cc1OC (stereo unspecified)
-8.9 | CC1CC(C)CN(C(=O)C2(S(=O)(=O)c3ccc(Cl)cc3)CC2)C1 (stereo unspecified)
-7.0 | CCOc1ccc(OCC)c(NC(=O)CN2CCN(c3cccc(C)c3)C(C)C2)c1 (stereo unspecified)
-1.9 | COC(=O)c1ccc(CC(=O)c2ccc(O)cc2O)o1
-4.5 | CCOCCOC(=O)C1=C(C)NC2=C(C(=O)CC(c3ccc(Cl)cc3)C2)C1c1cccc(OC)c1 (stereo unspecified)
-44.5 | CCOc1cccc2cc(-c3cn4c(n3)sc3cc(Cl)ccc34)c(=O)oc12
-8.8 | Cc1nnc(SCC(=O)Nc2ccccc2N2CCOCC2)s1
8.0 | CCCCCn1c(=S)[nH]c2cc(C(=O)N3CCN(c4ccccc4)CC3)ccc2c1=O
-1.4 | CC(=O)C1=C(O)C(=O)N(CCN2CCNCC2)C1c1ccc(F)cc1 (stereo unspecified)
-10.8 | COC(=O)[C@H](Cc1ccccc1)NC(=O)Nc1ccc(S(N)(=O)=O)cc1
-3.8 | COC(=O)c1ccsc1NC(=O)C1=COCCO1
-0.6 | Cc1ccc(CCN2CC(C(=O)NCCN(C)C)CC2=O)cc1 (stereo unspecified)
-5.6 | COCCCNC(=O)C(=O)NCC1CCCO1 (stereo unspecified)
-6.9&11.4 | CC(C)NC(=O)c1cnc(N2CCN(c3ccccn3)CC2)c2ccccc12
1.4 | CC(=O)N1c2ccc(S(=O)(=O)NCCC(C)C)cc2CC1C (stereo unspecified)
-12.0 | COc1cc(OC)cc(N(C(=O)c2ccco2)C(C(=O)NC2CCCC2)c2ccc(N(C)C)cc2)c1 (stereo unspecified)
-4.5 | O=C(Nc1cc2cc(Br)ccc2oc1=O)C1CCCCC1
-7.1 | C=CCSc1nnc2c(n1)OC=Nc1ccc(Br)cc1-2
-8.4 | CCOC(=O)C1=CN(c2ccc(F)cc2)C=C(C(=O)OCC)C1c1cccs1
4.2 | O=C(Nc1ccc(O)cc1)c1cc(S(=O)(=O)N2CCCC2)ccc1Cl
-5.0 | CCOC(=O)c1cccc(NC(=O)CSc2nc3ccccc3c(=O)n2CCOC)c1
-3.2 | Cc1nn(CC(=O)O)c(C)c1[N+](=O)[O-]
-4.1 | Cc1cccc(OCCCC(=O)Nc2sc3c(c2C(N)=O)CCC(C)C3)c1 (stereo unspecified)
-90.5 | O=C(Nc1cccc(Cl)c1)c1sc(=S)n2c1[nH]c(=O)c1ccccc12
-14.0 | Nc1cc(=O)[nH]c(=O)n1-c1ccccc1
-7.5 | O=C(CC(c1ccc(F)cc1)c1ccco1)N1CCOCC1 (stereo unspecified)
-4.3 | Cc1cccc(N=Cc2c(Nc3cccc(C)c3)nc3c(C)cccn3c2=O)c1
-4.6 | COc1ccc(C2=NN(C(C)=O)C(C)(C)O2)cc1OC
-5.6 | COC(=O)C1=C(C)NC2=C(C(=O)CC(c3ccccc3)C2)C1c1ccc(OCc2ccccc2)c(OC)c1 (stereo unspecified)
-3.1 | Cc1ccc(C(OC(=O)c2ccco2)C(=O)NCc2cccs2)cc1 (stereo unspecified)
1.3 | Cc1ccc(S(=O)(=O)N2CCCC(NC(=O)N3CCN(c4ccccc4)CC3)C2)cc1 (stereo unspecified)
11.3 | COc1ccc(NC(=O)c2cnn3c2NC(c2ccc(F)cc2)CC3C(F)(F)F)c(OC)c1 (stereo unspecified)
-3.7 | O=C(CC1N=C2c3ccccc3N=C(SCc3ccc(Cl)cc3)N2C1=O)NC1CCCCC1 (stereo unspecified)
14.7 | CN1c2ccccc2-c2nc3ccccc3n2C1c1cccc([N+](=O)[O-])c1 (stereo unspecified)
-6.6 | Cc1oc(-c2ccccc2F)nc1CN1CCC(C(=O)NC2CCCCCCC2)CC1
-4.2 | CS(=O)(=O)N(CC(=O)NCC1CCCO1)c1cc(Cl)ccc1Cl (stereo unspecified)
-1.9 | CCOc1ccc(C2C=C(c3ccc(F)cc3)Nc3ncnn32)cc1 (stereo unspecified)
13.2 | O=C1NCCCCC1Nc1ccc(N2C(=O)CCCC2=O)cc1[N+](=O)[O-] (stereo unspecified)
-13.6 | CC1(C)CC(=O)C2=C(C1)Nc1cc(C(=O)c3ccccc3)ccc1NC2c1ccccn1 (stereo unspecified)
-5.0 | COc1cc(-c2nc3ccccc3c(=O)n2Cc2cccc([N+](=O)[O-])c2)cc(OC)c1OC
-9.9 | O=C(CSc1nc2ccccc2[nH]1)Nc1ccccc1Cl
1.2 | CCOc1ccc(S(=O)(=O)N2CCN(c3ccccc3OC)CC2)c2cccnc12
-4.2 | COc1cccc(-c2nnc(NC(=O)c3ccc(S(=O)(=O)N(C)Cc4ccccc4)cc3)o2)c1
